Bioassay records as filed in PubChem BioAssay.
SENP6 block = blocks the human protease SENP6; inhibition, % at 10 µM; 330,000 tested, 1.8% active; Recombinant SENP6 catalytic domain, aminoluciferin luminescence;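 active = inhibition above about 50% at the single tested dose, limit read from the data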;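 note: plate controls were DMSO wells with enzyme for no effect and DMSO wells lacking enzyme for full effect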
NR3A LBD binder = NR3A (human) ligand-binding domain modulation; NR3A LBD differential scanning fluorimetry, Tm shift; 0% = protein alone, 100% = glycine-bound protein; Tm shift relative to glycine control, % at 25 µM; 340,000 tested, 2.5% active;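 active = melting temperature shift of at least 10% of the positive control shift, at one fixed dose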
MPTP inh = permeability transition pore inhibition; isolated mouse mitochondria, Ca2+ swelling absorbance, 30 min; inhibition, % at 10 µM; 360,000 tested, 1.4% active; AID 602449;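 active = inhibition of 50% or more, scaled per plate between neutral and stimulator controls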;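 note: 0% = DMSO wells given calcium and 100% = 1 mM EGTA wells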
HKDC1 inhibitor = blocks human hexokinase HKDC1 activity. inhibition, % at 20 µM. 340,000 tested, 0.16% active. Q2TB90. recombinant HKDC1, G6PDH/diaphorase resazurin coupled fluorescence. AID 493160;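 active = inhibition above about 35% when tested at 20 µM, limit read from the data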;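 note: plate controls were DMSO wells with enzyme for no effect and DMSO wells lacking enzyme for full effect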
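Assay system – recombinant HKDC1 (HK5) hexokinase enzyme, produced in-house · Input – HKDC1 at 5 µg/mL · Reagent – glucose plus 1 mM ATP as hexokinase substrates · Timing – 90 min reaction incubation at room temperature, dark · Measured by – G6PDH/diaphorase-coupled fluorescence, 1 mM NADP, 100 µM resazurin, 525/613 nm · Benchmarks – DMSO-enzyme wells negative, buffer-substituted wells positive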
ATG4B inh = blocks human ATG4B protease cleavage of LC3 substrate; ATG4B cleavage of LC3-PLA2, NBD-HPC fluorescence, 1 h; AID 504462; inhibition, % at 8.33 µM; 340,000 tested, 0.51% active; Q9Y4P1; in the data active = inhibition above about 40%
Target sequence (Q9Y4P1 whole entry, looked up): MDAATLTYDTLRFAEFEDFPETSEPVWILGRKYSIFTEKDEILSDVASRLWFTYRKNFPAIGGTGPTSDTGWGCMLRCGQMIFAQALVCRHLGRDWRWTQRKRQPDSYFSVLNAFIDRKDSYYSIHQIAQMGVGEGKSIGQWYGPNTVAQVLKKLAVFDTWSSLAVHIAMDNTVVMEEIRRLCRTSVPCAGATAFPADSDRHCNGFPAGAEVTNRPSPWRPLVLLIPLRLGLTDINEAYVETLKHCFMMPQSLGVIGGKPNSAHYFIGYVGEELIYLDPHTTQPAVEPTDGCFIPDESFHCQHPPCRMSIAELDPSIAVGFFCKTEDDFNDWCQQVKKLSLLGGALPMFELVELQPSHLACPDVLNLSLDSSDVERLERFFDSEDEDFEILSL
PfG6PD inh = PfG6PD (Plasmodium falciparum) enzyme inhibition. PfGluPho enzyme, NADPH resazurin-diaphorase fluorescence. inhibition, % at 20 µM. 350,000 tested, 0.78% active. AID 504690;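 active = inhibition reaching at least a set limit at 20 µM in the primary screen, cut at about 59% in these data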;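 note: 0% = DMSO wells with substrate and 100% = DMSO wells lacking glucose-6-phosphate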
SENP8 block = SENP8 (human) protease inhibition; recombinant SENP8, Nedd8 substrate fluorescence; inhibition, % at 20 µM; 360,000 tested, 0.64% active; in the data active = inhibition mostly above about 40%, no sharp cut-off; inactive = mostly below about 27%
Target sequence (Q96LD8 whole entry, looked up): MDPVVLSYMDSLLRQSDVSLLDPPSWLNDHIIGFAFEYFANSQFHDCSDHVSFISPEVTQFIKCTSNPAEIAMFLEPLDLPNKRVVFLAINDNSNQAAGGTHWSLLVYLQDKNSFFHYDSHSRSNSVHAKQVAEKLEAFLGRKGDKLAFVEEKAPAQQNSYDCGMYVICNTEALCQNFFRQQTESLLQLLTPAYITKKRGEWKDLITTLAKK
SENP7 inh = SENP7 protease inhibition | Q9BQF6 | recombinant SENP7, Z-RLRGG-aminoluciferin luminescence, 40 min | inhibition, % at 5 µM | 330,000 tested, 1.5% active;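 active = inhibition above about 50% at the single test dose, limit read from the data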;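 note: plate controls were DMSO with enzyme for no effect and no enzyme buffer wells for full effect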
Target sequence (Q9BQF6 706-1050 limits assumed): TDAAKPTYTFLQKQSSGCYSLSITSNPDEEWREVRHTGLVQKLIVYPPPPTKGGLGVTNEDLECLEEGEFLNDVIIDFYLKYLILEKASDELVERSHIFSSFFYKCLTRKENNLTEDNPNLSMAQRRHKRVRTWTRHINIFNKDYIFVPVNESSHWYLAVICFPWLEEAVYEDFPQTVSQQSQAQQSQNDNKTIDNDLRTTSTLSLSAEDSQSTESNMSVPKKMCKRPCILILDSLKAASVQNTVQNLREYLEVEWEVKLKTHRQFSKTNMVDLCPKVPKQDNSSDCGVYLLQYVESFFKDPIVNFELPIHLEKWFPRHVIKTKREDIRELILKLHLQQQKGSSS
The depositor's hits bear a star; nt = no result given.

ATG4B inh	PfG6PD inh	MPTP inh	HKDC1 inhibitor	SENP8 block	SENP7 inh	NR3A LBD binder	SENP6 block	compound
-2.9	-10.9	-2.3	2.5	-5.8	4.2	-1.8	-5.7	COc1cc2c(cc1OC)C(C)=NCC2
-6.0	22.1	0.4	-4.5	-439.5	-4.6	0.6	-10.1	Cn1c(-c2cc3c(C(F)(F)F)nn(C)c3s2)n[nH]c1=S
1.6	-4.7	0.1	3.6	5.3	-0.2	-0.9	-4.9	CC1CCN(CC(O)COC2CC(C)CCC2C(C)C)CC1 (stereo unspecified)
-2.2	-12.1	-1.4	-1.2	1.8	-6.1	-1.4	-19.5	CN1CCC(OC(=O)COc2ccc(Br)cc2)CC1
-8.2	14.1	3.5	7.3	-95.9	82.9*	7.7	67.1*	CC(=O)Nc1ccc(/C=C2\Sc3ccccc3C2=O)cc1
1.5	0.1	-0.3	-3.7	7.0	1.6	2.0	0.3	CCC1CCCCN1S(=O)(=O)c1ccc(-n2cnnn2)c(C)c1 (stereo unspecified)
-4.7	-8.9	-1.0	-2.0	15.4	-3.9	-0.4	-1.2	O=C(Cn1nc(Cc2ccncc2)c2ccccc2c1=O)Nc1cccnc1Cl
-11.2	-5.1	0.6	-7.2	9.5	-5.2	-1.4	-17.1	Cc1cc(NC(=O)COC(=O)c2cccc(S(=O)(=O)N3CCOCC3)c2)no1
-9.0	-10.9	0.2	-0.2	-9.7	-5.4	-21.1	-9.5	Cc1cc(N2CCN(S(=O)(=O)c3ccc(Cl)c(Cl)c3)CC2)c2ccccc2n1
1.1	-18.6	13.2	6.0	4.7	1.6	-1.9	-10.3	Cc1ccc(S(=O)(=O)CCC(=O)OCC(=O)N2CC(=O)Nc3ccccc32)cc1
-2.0	-1.6	0.1	-9.9	11.3	7.6	2.5	1.4	S=C(NCC(c1ccco1)N1CCCC1)Nc1ccccc1 (stereo unspecified)
-3.9	5.3	-1.5	-2.3	10.6	-2.0	-8.8	-8.1	CSc1ccc(CCNC(=O)c2cccc3c2C(=O)N(C2CCCCC2)C3)cc1
-6.8	3.0	26.4	-2.1	6.8	-7.0	3.3	-20.2	Cc1ccc(-c2nnc(SCC(=O)OC(C)C)n2N)cc1
6.2	10.5	2.7	-1.9	6.8	3.2	18.1*	2.8	O=C(Nc1cc(C(F)(F)F)ccc1Cl)C(NCc1ccccc1)c1ccccc1 (stereo unspecified)
-3.5	6.6	0.8	-2.6	-7.0	-0.3	-1.1	2.7	O=C(COC(=O)c1cnccn1)NCc1ccccc1

Later entries:
ATG4B inh	PfG6PD inh	MPTP inh	HKDC1 inhibitor	SENP8 block	SENP7 inh	NR3A LBD binder	SENP6 block	compound
-7.0	49.5	5.8	-4.1	13.6	4.1	2.4	-3.3	O=C(/C=C/c1cccc([N+](=O)[O-])c1)NC(=S)Nc1ccc(CN2CCOCC2)cc1
1.0	-6.0	-0.5	-1.1	-123.3	-0.5	-1.5	-2.4	Cc1nnc(NC(=O)C(C)Oc2ccc3c(C)cc(=O)oc3c2)s1 (stereo unspecified)
-8.1	-15.3	-0.2	-36.1	-212.4	-1.0	-18.8	-2.1	Cc1c(NC(=S)N/N=C\c2ccccc2O)c(=O)n(-c2ccccc2)n1C
-3.3	17.0	-0.7	-1.6	4.2	-9.2	1.1	-11.1	O=C(NCCc1ccco1)C(=O)NCCC1CCCCN1S(=O)(=O)c1ccccc1 (stereo unspecified)
5.4	9.7	0.6	1.2	-167.5	89.8*	-28.8	87.0*	O=C(/C=C/Nc1ccc(F)cc1F)c1ccco1
-5.8	10.8	-0.2	-5.2	7.5	3.7	3.3	-3.7	CN(c1ccccc1)S(=O)(=O)c1ccc(Cl)c(C(=O)NCc2ccco2)c1
-3.2	2.2	1.0	-3.7	30.3	nt	1.9	nt	Cc1ccc(-c2nnc(SCC(=O)Nc3ccccc3N3CCOCC3)o2)cc1
-1.2	2.5	-1.7	-2.4	17.2	5.9	10.8*	-11.9	COc1ccc(OC)c(NC(=O)C23CCC(C)(C(=O)C2)C3(C)C)c1 (stereo unspecified)
1.3	-3.3	0.1	-1.0	11.5	-0.3	3.6	-21.9	COc1ccc(-n2nnnc2SCC(=O)NCc2ccco2)cc1OC
-0.4	-3.9	-0.5	-3.1	11.6	-6.5	0.1	-2.5	O=C(CNS(=O)(=O)c1ccc2ccccc2c1)NCCc1ccccn1
1.1	-3.5	-0.5	1.9	21.1	1.2	1.0	16.5	COc1ccc(Cc2c(O)nc(SCC(=O)NC(C)(C)C)[nH]c2=O)cc1
0.7	0.8	0.2	-0.7	-16.0	-7.4	4.9	-12.1	O=S(=O)(Nc1ccon1)c1ccc(Br)s1
2.0	-10.5	-0.8	1.6	-22.9	0.2	0.3	-2.3	Nc1c2c3c(sc2nc(=O)n1N)CCCC3
27.8	18.7	0.1	-4.9	1.2	4.3	-0.5	17.0	COC(=O)[C@]1(Cc2ccccc2)N[C@H](CN(C)S(=O)(=O)c2ccc(-c3ccccc3)cc2)[C@@H]2C(=O)N(C)C(=O)[C@@H]21
-2.3	3.1	1.2	-6.2	9.6	-3.7	-9.5	5.3	CCC(=O)N1N=C(c2ccccc2)CC1c1ccc([N+](=O)[O-])cc1 (stereo unspecified)

(further entries)
ATG4B inh	PfG6PD inh	MPTP inh	HKDC1 inhibitor	SENP8 block	SENP7 inh	NR3A LBD binder	SENP6 block	compound
6.7	13.6	-0.2	-11.2	4.7	8.0	-0.3	-4.0	COC(=O)c1ccccc1NS(=O)(=O)c1ccc(F)cc1
-4.5	-11.2	0.1	-2.9	-20.7	2.3	1.1	-6.3	CC1CC(C)CN(C(=O)CSc2nnc3ccccn23)C1 (stereo unspecified)
2.5	7.2	1.0	-1.3	-5.0	2.2	3.3	12.5	Cc1cccc(NC(=O)c2ccc(S(=O)(=O)N(C)CC3CCCO3)cc2)c1C (stereo unspecified)
-8.3	8.8	-0.3	0.6	-1.5	-14.1	-0.8	-19.3	COc1ccc2nc(N3CCCC(C(=O)NCCCN4CCN(C)CC4)C3)sc2c1 (stereo unspecified)
-1.4	-1.8	-7.4	-1.0	18.7	-6.5	-0.7	-12.3	CO/N=C(/CNC(=O)c1ccccc1Cl)c1ccc(Cl)cc1
-0.7	-4.0	0.8	2.5	-7.3	3.5	-3.4	6.6	CCCn1c(SCC(=O)Nc2cccc(C)n2)nc2c1c(=O)n(C)c(=O)n2C
-11.4	-6.5	0.2	-0.6	14.5	15.9	-0.6	-5.7	COc1cccc(C(=O)NN2C(=S)N(c3ccccc3)C(=O)C2CC(N)=O)c1 (stereo unspecified)
-2.6	1.6	-0.5	-5.3	7.9	-6.5	-2.2	-8.2	CC1Sc2ccc(C(=O)Nc3cc(S(C)(=O)=O)ccc3Cl)cc2NC1=O (stereo unspecified)
28.0	-21.2	0.8	-1.1	-259.9	3.7	-1.7	-0.9	c1csc(Cn2c(-c3cccs3)nc3ccccc32)c1
14.8	-0.8	2.8	1.1	6.9	1.6	-4.0	2.0	O=C(/C=C/c1ccccc1)N1CCN(c2c(Cl)cccc2[N+](=O)[O-])CC1
-3.0	-2.0	-0.7	3.6	-74.1	-3.2	-4.4	-6.1	Brc1ccc(-c2noc3c2-c2nc(-c4ccccc4)sc2CC3)cc1
-3.7	-12.8	-0.6	-0.3	23.4	0.2	-0.9	-8.1	COc1ccc(N2C(=O)C(O)C2c2ccc(C)cc2)cc1 (stereo unspecified)
4.5	-9.5	-0.7	-0.1	21.2	-4.3	-0.7	7.8	COCCNC(=S)NNC(=O)CSCc1ccc(Cl)cc1Cl
8.4	1.8	1.1	-5.3	-312.9	-6.2	-1.8	-9.2	COCc1cc(C)n(CC(=O)Nc2cc(C)cc(C)c2)c(=O)c1C#N
-0.6	2.7	0.1	3.2	20.0	-8.8	-1.3	-5.5	Cn1cnc2cc(NC(=O)c3ccc(Cl)cc3)ccc21

Continued:
ATG4B inh	PfG6PD inh	MPTP inh	HKDC1 inhibitor	SENP8 block	SENP7 inh	NR3A LBD binder	SENP6 block	compound
-1.9	8.6	-1.9	-12.6	-1.8	12.2	nt	4.5	Cc1ccnc(N/N=C/c2ccco2)n1
-16.5	-2.6	2.1	-9.1	19.1	1.4	-1.2	14.0	Cc1ccc(N(C(=O)C(F)(F)F)C(C(=O)NC2CCCCC2)c2ccncc2)cc1C (stereo unspecified)
-16.6	-4.2	2.8	3.1	-45.0	-1.0	-6.4	11.3	COc1ccc(CCNC(=O)c2cc(-c3ccccc3)c(N3CCOCC3)s2)cc1OC
1.5	15.4	-1.2	-1.0	3.6	8.6	-0.2	-4.2	CC1Cc2ccccc2N1C(=O)COC(=O)/C=C/c1cccc(F)c1 (stereo unspecified)
2.5	46.3	-0.9	4.0	10.6	-10.2	-4.1	-0.1	CC(=O)Nc1ccc(NC(=O)CSc2nnc(C3CC3)n2-c2ccccc2)cc1

14 entries already listed, arranged by formula weight, ascending:
ATG4B inh	PfG6PD inh	MPTP inh	HKDC1 inhibitor	SENP8 block	SENP7 inh	NR3A LBD binder	SENP6 block	compound
-1.9	8.6	-1.9	-12.6	-1.8	12.2	nt	4.5	Cc1ccnc(N/N=C/c2ccco2)n1
-3.7	-12.8	-0.6	-0.3	23.4	0.2	-0.9	-8.1	COc1ccc(N2C(=O)C(O)C2c2ccc(C)cc2)cc1 (stereo unspecified)
-0.6	2.7	0.1	3.2	20.0	-8.8	-1.3	-5.5	Cn1cnc2cc(NC(=O)c3ccc(Cl)cc3)ccc21
28.0	-21.2	0.8	-1.1	-259.9	3.7	-1.7	-0.9	c1csc(Cn2c(-c3cccs3)nc3ccccc32)c1
-1.4	-1.8	-7.4	-1.0	18.7	-6.5	-0.7	-12.3	CO/N=C(/CNC(=O)c1ccccc1Cl)c1ccc(Cl)cc1
1.5	15.4	-1.2	-1.0	3.6	8.6	-0.2	-4.2	CC1Cc2ccccc2N1C(=O)COC(=O)/C=C/c1cccc(F)c1 (stereo unspecified)
14.8	-0.8	2.8	1.1	6.9	1.6	-4.0	2.0	O=C(/C=C/c1ccccc1)N1CCN(c2c(Cl)cccc2[N+](=O)[O-])CC1
4.5	-9.5	-0.7	-0.1	21.2	-4.3	-0.7	7.8	COCCNC(=S)NNC(=O)CSCc1ccc(Cl)cc1Cl
-11.4	-6.5	0.2	-0.6	14.5	15.9	-0.6	-5.7	COc1cccc(C(=O)NN2C(=S)N(c3ccccc3)C(=O)C2CC(N)=O)c1 (stereo unspecified)
-0.7	-4.0	0.8	2.5	-7.3	3.5	-3.4	6.6	CCCn1c(SCC(=O)Nc2cccc(C)n2)nc2c1c(=O)n(C)c(=O)n2C
-3.0	-2.0	-0.7	3.6	-74.1	-3.2	-4.4	-6.1	Brc1ccc(-c2noc3c2-c2nc(-c4ccccc4)sc2CC3)cc1
-2.6	1.6	-0.5	-5.3	7.9	-6.5	-2.2	-8.2	CC1Sc2ccc(C(=O)Nc3cc(S(C)(=O)=O)ccc3Cl)cc2NC1=O (stereo unspecified)
-8.3	8.8	-0.3	0.6	-1.5	-14.1	-0.8	-19.3	COc1ccc2nc(N3CCCC(C(=O)NCCCN4CCN(C)CC4)C3)sc2c1 (stereo unspecified)
-16.5	-2.6	2.1	-9.1	19.1	1.4	-1.2	14.0	Cc1ccc(N(C(=O)C(F)(F)F)C(C(=O)NC2CCCCC2)c2ccncc2)cc1C (stereo unspecified)
